Screens as filed in PubChem BioAssay.
Smad3 inh: Smad3/FoxH1 peptide binding inhibitors, primary screen, biochemical, TR-FRET. Mothers against decapentaplegic homolog 3 (Homo sapiens), P84022. TR-FRET Smad3/Dy647-FoxH1 peptide binding, europium anti-His. inhibition, % at 25 µM. 88,000 tested, 0.29% active;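 active means compounds that reduce the energy-transfer binding signal between the protein and its labelled peptide by more than half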;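 further: 0% = Smad3 plus labelled peptide maximal FRET and 100% = peptide-only background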
Fibroblast inh: antiproliferative effect on LL 47 fibroblasts – human, LL 47 cells, CellTiter-Glo luminescence, primary screen; viability, % at 10 µM; 85,000 tested, 1.1% active; LL 47 human lung fibroblast viability, ATP luminescence; active compounds read low;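 active means viability at or below 50% in the single dose screen; inactive means viability above 50%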;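 further: compound exposure lasted 72 h before the ATP readout; 100% = median luminescence of untreated cell-only wells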
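Benchmarks: Cell-only wells, no compound | Test system: LL 47 human lung fibroblasts, passage 12 or lower | Input: 1,150 cells/well | Measured by: CellTiter-Glo luminescence measuring cellular ATP | Medium: IMEM, 15% FBS supplement | Schedule: Overnight attachment after seeding, then 72 h compound exposure at 37 °C | Doses: Compound addition at 0.1% DMSO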
ERb coact inh: inhibitors of ERβ-SRC1 coactivator interaction, primary screen, biochemical, TR-FRET, ERβ LBD, SRC-1 peptide; AID 633, 2007; Estrogen receptor beta (Homo sapiens), Q92731; TR-FRET ER-beta LBD / SRC1-Cy5 peptide binding; receptor agonist-loaded with 1 µM estradiol; inhibition, % at 25.6 µM; 86,000 tested, 1.3% active;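 active means compounds whose percent inhibition of the receptor-coactivator binding signal exceeds about 50% in the single-dose screen, limit read from the data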;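 further: 0% = receptor plus peptide wells without compound and 100% = peptide-only wells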
ERa SRC1 pot: enhancers of ERα–SRC-1 coactivator binding, primary screen, biochemical, TR-FRET, ERα LBD, low estradiol | TR-FRET ERalpha-LBD/SRC-Cy5 coactivator binding, 2 h; 100 = basal binding, no effect | coactivator binding (% of control), % at 25.6 µM | 86,000 tested, 1.3% active | AID 639, 2007; in the data active means activity above about 200%;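 further: binding measured in presence of low estradiol as agonist stimulus; 0% = peptide alone without receptor and 100% = receptor with peptide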
CD11b adhes enh: enhancers of CD11b/CD18 adhesion to fibrinogen, primary screen, K562 cells, luminescence | ATPlite luminescence | 93,000 tested, 0.07% active | Integrin beta-2 (Homo sapiens) + Integrin alpha-M (Homo sapiens), P05107+P11215 | activation, % at 10 µM;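 active means 10 µM primary screen giving 50% or more activity, confirmed by 40% or more on retest at that dose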; further: strong numbers were not always called active
Target sequence (P05107 whole entry, looked up, other chains not shown): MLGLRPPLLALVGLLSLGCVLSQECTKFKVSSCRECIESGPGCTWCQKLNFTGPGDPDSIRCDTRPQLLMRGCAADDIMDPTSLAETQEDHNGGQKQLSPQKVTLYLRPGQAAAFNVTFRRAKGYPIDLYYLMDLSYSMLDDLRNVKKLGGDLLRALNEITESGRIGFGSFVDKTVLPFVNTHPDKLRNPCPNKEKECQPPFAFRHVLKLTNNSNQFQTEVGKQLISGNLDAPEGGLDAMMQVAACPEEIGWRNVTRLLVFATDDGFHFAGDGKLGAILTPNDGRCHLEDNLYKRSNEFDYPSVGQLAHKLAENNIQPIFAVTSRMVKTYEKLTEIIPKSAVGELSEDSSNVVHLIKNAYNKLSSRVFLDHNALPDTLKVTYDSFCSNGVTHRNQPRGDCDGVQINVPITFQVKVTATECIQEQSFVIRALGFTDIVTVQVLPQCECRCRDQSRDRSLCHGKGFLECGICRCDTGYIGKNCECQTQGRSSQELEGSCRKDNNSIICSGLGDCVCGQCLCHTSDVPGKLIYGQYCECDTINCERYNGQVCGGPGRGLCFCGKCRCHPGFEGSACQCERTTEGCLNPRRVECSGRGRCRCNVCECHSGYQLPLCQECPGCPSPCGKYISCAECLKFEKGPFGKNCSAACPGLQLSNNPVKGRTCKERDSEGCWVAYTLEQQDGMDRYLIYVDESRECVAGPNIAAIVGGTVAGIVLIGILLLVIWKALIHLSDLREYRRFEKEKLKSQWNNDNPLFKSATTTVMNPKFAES
H69AR inhibit: proliferation blockers of H69AR lung cancer cells, primary screen, cell-based, human, 86K library | H69AR lung tumor viability, ATP luminescence, 72 h; active compounds read low | AID 598, 2007 | 85,000 tested, 6% active | viability, % at 10 µM;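 active means viability at or below 40%; inactive means viability above 40%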;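 further: multidrug resistant small cell line overexpressing MRP-1 efflux transporter; 100% = mean luminescence of untreated control wells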
MT1-MMP txn act: MT1-MMP promoter reporter activation – cell-based, luciferase luminescence, primary screen | HT1080 MT1-MMP promoter luciferase reporter, overnight; active compounds read high | activation factor at 10 µM | 86,000 tested, 0.16% active;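 active means activation factor of at least 2 for MT1-MMP transcription at 10 µM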
ERa SRC1 inh: ERα–SRC-1 coactivator interaction inhibitors, primary screen, biochemical, TR-FRET, ERα LBD, estradiol-bound. TR-FRET ER-alpha LBD / SRC-1 peptide. inhibition, % at 25.6 µM. 86,000 tested, 1.7% active. AID 629, 2007; in the data active means inhibition above about 50%;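 further: 0% = receptor plus peptide control and 100% = peptide only without receptor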
HUVEC inhibit: inhibitors of HUVEC proliferation, primary screen, cell-based, 384-well; CellTiter-Glo luminescence, 72 h; active compounds read low; viability, % at 10 µM (by protocol); 86,000 tested, 1.1% active;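 active means viability at or below 30%; inactive means viability above 30%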;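 further: 100% = median luminescence of DMSO-only cell control wells on each plate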
* marks the source's active call; other numbers are inactive results; [ ] = another dose, or the depositor's remark. Not all compounds are listed, so the mix of outcomes need not match the whole.

`CC(=O)NCCn1c(SCc2cc(F)ccc2F)nc2ccccc2c1=O` gave Smad3 inh -20, Fibroblast inh 99, ERb coact inh 5, ERa SRC1 pot 96, H69AR inhibit 88, MT1-MMP txn act 0.8, ERa SRC1 inh -1 and HUVEC inhibit 95.
N=c1c(C(=O)NC2CCCC2)cc2c(=O)n3ccccc3nc2n1C1CCCC1 was read as Smad3 inh -12, Fibroblast inh 96, ERb coact inh 9, ERa SRC1 pot 95, H69AR inhibit 52, MT1-MMP txn act 1.2, ERa SRC1 inh 8 and HUVEC inhibit 93.
`CCNC(=O)NC(=O)COC(=O)c1ccccc1SCC(=O)NC(=O)NCC` gave Smad3 inh -6[fluorescence artefact?], ERb coact inh 37[fluorescence artefact?], ERa SRC1 pot 92, CD11b adhes enh 3, H69AR inhibit 64, MT1-MMP txn act 0.8, ERa SRC1 inh 35[fluorescence artefact?] and HUVEC inhibit 100.
For O=C(Nc1ccccc1Cl)c1ccc2c(c1)N(Cc1ccc(F)cc1)C(=O)CS2=O (centres undefined) the results were Smad3 inh -8, Fibroblast inh 101, ERb coact inh -4, ERa SRC1 pot 128[fluorescence artefact?], H69AR inhibit 91, MT1-MMP txn act 1.1, ERa SRC1 inh -14 and HUVEC inhibit 98.
Cc1nnc(C)n1/N=C/C=C/c1ccccc1 was read as Smad3 inh -2, Fibroblast inh 98, ERb coact inh -3[fluorescence artefact?], ERa SRC1 pot 110[fluorescence artefact?], CD11b adhes enh 2, H69AR inhibit 96, MT1-MMP txn act 1.2, ERa SRC1 inh -13[fluorescence artefact?] and HUVEC inhibit 99.
Screening CCNC(=S)N1CCN(CCN=CC2=C(O)CC(c3ccco3)CC2=O)CC1 (centres undefined) returned Smad3 inh 15, Fibroblast inh 108, ERb coact inh 4, ERa SRC1 pot 94, CD11b adhes enh -2, H69AR inhibit 101, MT1-MMP txn act 1, ERa SRC1 inh -2 and HUVEC inhibit 98.
Screening CCCS(=O)(=O)C(=C1NCCO1)S(=O)(=O)CCC returned Smad3 inh 20[fluorescence artefact?], Fibroblast inh 101, ERb coact inh -1, ERa SRC1 pot 179[fluorescence artefact?], CD11b adhes enh 0, H69AR inhibit 89, MT1-MMP txn act 1, ERa SRC1 inh -6 and HUVEC inhibit 108.
For COC(=O)c1c(C)oc2c1cc(NS(=O)(=O)c1cccs1)c1ccccc12 the results were Smad3 inh -6, Fibroblast inh 86, ERb coact inh 5[fluorescence artefact?], ERa SRC1 pot 84, CD11b adhes enh -4, H69AR inhibit 20*, MT1-MMP txn act 1.6, ERa SRC1 inh 8 and HUVEC inhibit 53.
Screening COc1cc2c(C#N)c(N3CCOCC3)nc(N)c2c(N)n1 returned Smad3 inh 5, Fibroblast inh 60, ERb coact inh 75*[fluorescence artefact?], ERa SRC1 pot 95, CD11b adhes enh 4, H69AR inhibit 54, MT1-MMP txn act 1, ERa SRC1 inh 1 and HUVEC inhibit 65.
For Cc1cc(=O)[nH]c(N2CCc3ccccc3C2)n1 the results were Smad3 inh 6, Fibroblast inh 107, ERb coact inh -4, ERa SRC1 pot 103, CD11b adhes enh 5, H69AR inhibit 109, MT1-MMP txn act 1.1, ERa SRC1 inh -6 and HUVEC inhibit 93.
CC1CN(C(=O)c2ccccc2)OC(c2ccc3c(c2)OCO3)O1 (centres undefined) was read as Smad3 inh -3, Fibroblast inh 93, ERb coact inh -7, ERa SRC1 pot 124, H69AR inhibit 89, MT1-MMP txn act 1, ERa SRC1 inh -18 and HUVEC inhibit 88.
For COc1ccc(C2(C(=O)O)CCCC2)cc1 the results were Smad3 inh 7, Fibroblast inh 107, ERb coact inh 5, ERa SRC1 pot 108, CD11b adhes enh 0, H69AR inhibit 104, MT1-MMP txn act 1, ERa SRC1 inh -2 and HUVEC inhibit 98.
Cc1ccc(-c2nnc(CSc3nncn3N)o2)cc1 was read as Smad3 inh 4, Fibroblast inh 102, ERb coact inh -2, ERa SRC1 pot 112, CD11b adhes enh -1, H69AR inhibit 95, MT1-MMP txn act 1.2, ERa SRC1 inh 0 and HUVEC inhibit 98.
For CCOc1ccccc1N/C=C/C(=O)C(C)(C)C the results were Smad3 inh -19, Fibroblast inh 98, ERb coact inh -7[fluorescence artefact?], ERa SRC1 pot 107[fluorescence artefact?], CD11b adhes enh -4, H69AR inhibit 110, MT1-MMP txn act 1.4, ERa SRC1 inh -19[fluorescence artefact?] and HUVEC inhibit 86.
`COc1ccccc1OCC(=O)N1CC2(C)CC1CC(C)(C)C2` (centres undefined) gave Smad3 inh 9, Fibroblast inh 101, ERb coact inh -4, ERa SRC1 pot 95, CD11b adhes enh -2, H69AR inhibit 95, MT1-MMP txn act 1, ERa SRC1 inh 9 and HUVEC inhibit 99.
For Fc1ccc(Br)cc1C1C=C(c2ccc(Br)cc2)Nc2ncnn21 (centres undefined) the results were Smad3 inh 3, Fibroblast inh 60, ERb coact inh -2, ERa SRC1 pot 108, CD11b adhes enh -3, H69AR inhibit 18*, MT1-MMP txn act 1, ERa SRC1 inh -2 and HUVEC inhibit 63.
For CCN(CC)CCn1c(OC)cc(=O)[nH]c1=O the results were Smad3 inh 8, Fibroblast inh 102, ERb coact inh -3, ERa SRC1 pot 103[fluorescence artefact?], H69AR inhibit 96, MT1-MMP txn act 1.1, ERa SRC1 inh -6 and HUVEC inhibit 97.
CCOc1cc(C)c(Cl)cc1S(=O)(=O)NCc1ccc2c(c1)OCO2 was read as Smad3 inh -2, Fibroblast inh 97, ERb coact inh -13, ERa SRC1 pot 110, CD11b adhes enh 1, H69AR inhibit 22*, MT1-MMP txn act 1.1, ERa SRC1 inh -24 and HUVEC inhibit 81.
Cc1nnc(SCC(=O)Nc2cc(C(F)(F)F)ccc2N2CCOCC2)o1 was read as Smad3 inh 3, Fibroblast inh 99, ERb coact inh -9, ERa SRC1 pot 103[fluorescence artefact?], CD11b adhes enh -1, H69AR inhibit 109, MT1-MMP txn act 1.1, ERa SRC1 inh -51 and HUVEC inhibit 93.
`CCN(CC)C(=O)C1CCCN(C/C(C)=C/c2ccccc2)C1` (centres undefined) gave Smad3 inh -5[fluorescence artefact?], Fibroblast inh 92, ERb coact inh 0, ERa SRC1 pot 107, CD11b adhes enh -1, H69AR inhibit 99, MT1-MMP txn act 1.1, ERa SRC1 inh 5 and HUVEC inhibit 102.
`Cc1nc2cc(NC(=O)N3CCN(c4ccccn4)CC3)ccc2o1` gave Smad3 inh 10, Fibroblast inh 103, ERb coact inh 7, ERa SRC1 pot 127, CD11b adhes enh -4, H69AR inhibit 80, MT1-MMP txn act 1.2, ERa SRC1 inh -9 and HUVEC inhibit 102.
`O=c1c2cn[nH]c2nc(SCc2ccc3c(c2)OCCO3)n1-c1ccccc1` gave Smad3 inh -14, Fibroblast inh 89, ERb coact inh 16[fluorescence artefact?], ERa SRC1 pot 80, CD11b adhes enh 1, H69AR inhibit 49, MT1-MMP txn act 1, ERa SRC1 inh 11[fluorescence artefact?] and HUVEC inhibit 81.
`CC(C)(C)OC(=O)N1CCCC1C(=O)NC(Cc1ccccc1)C(=O)O` (centres undefined) gave Smad3 inh 5, Fibroblast inh 97, ERb coact inh -7, ERa SRC1 pot 121, CD11b adhes enh 4, H69AR inhibit 110, MT1-MMP txn act 1.1, ERa SRC1 inh -4 and HUVEC inhibit 106.
`Cc1ccc(C2C(C#N)=C(N)SC(N)=C2C#N)c(C)c1` gave Smad3 inh 19[fluorescence artefact?], Fibroblast inh 101, ERb coact inh 13, ERa SRC1 pot 107, CD11b adhes enh 1, H69AR inhibit 83, MT1-MMP txn act 1.1, ERa SRC1 inh -9 and HUVEC inhibit 89.
`Cc1ccc2[nH]c(=O)c(-c3noc(C(C)C)n3)cc2c1` gave Smad3 inh 1, Fibroblast inh 113, ERb coact inh -9, ERa SRC1 pot 116, CD11b adhes enh -2, H69AR inhibit 86, MT1-MMP txn act 1, ERa SRC1 inh -2 and HUVEC inhibit 105.
O=S(=O)(NCCC1=CCCCC1)c1cccc2nsnc12 was read as Smad3 inh 13[fluorescence artefact?], Fibroblast inh 93, ERb coact inh -4, ERa SRC1 pot 98, H69AR inhibit 98, MT1-MMP txn act 1.1, ERa SRC1 inh 0 and HUVEC inhibit 102.
Screening Cc1ccc(-c2csc3nc(C)n(-n4cccc4)c(=O)c23)o1 returned Smad3 inh -8, ERb coact inh -2, ERa SRC1 pot 119, CD11b adhes enh 1, H69AR inhibit 79, MT1-MMP txn act 1.1, ERa SRC1 inh -6 and HUVEC inhibit 94.
For CC1(C)CC(=O)C2=C(C1)NC(SCC(=O)Nc1ccccc1)=C(C#N)C21CCCCC1 the results were Smad3 inh 7, Fibroblast inh 94, ERb coact inh -3, ERa SRC1 pot 113, CD11b adhes enh 5, H69AR inhibit 53, MT1-MMP txn act 1.1, ERa SRC1 inh -6 and HUVEC inhibit 87.
Screening CSc1nc(NC(C)=O)nc(C)c1Cl returned Smad3 inh -1, Fibroblast inh 100, ERb coact inh -10, ERa SRC1 pot 98, CD11b adhes enh -1, H69AR inhibit 91, MT1-MMP txn act 1, ERa SRC1 inh -14 and HUVEC inhibit 97.

Part of the list above in order of heavy-atom count, ascending.
For CCN(CC)CCn1c(OC)cc(=O)[nH]c1=O the results were Smad3 inh 8, Fibroblast inh 102, ERb coact inh -3, ERa SRC1 pot 103[fluorescence artefact?], H69AR inhibit 96, MT1-MMP txn act 1.1, ERa SRC1 inh -6 and HUVEC inhibit 97.
O=S(=O)(NCCC1=CCCCC1)c1cccc2nsnc12 was read as Smad3 inh 13[fluorescence artefact?], Fibroblast inh 93, ERb coact inh -4, ERa SRC1 pot 98, H69AR inhibit 98, MT1-MMP txn act 1.1, ERa SRC1 inh 0 and HUVEC inhibit 102.
For Fc1ccc(Br)cc1C1C=C(c2ccc(Br)cc2)Nc2ncnn21 (centres undefined) the results were Smad3 inh 3, Fibroblast inh 60, ERb coact inh -2, ERa SRC1 pot 108, CD11b adhes enh -3, H69AR inhibit 18*, MT1-MMP txn act 1, ERa SRC1 inh -2 and HUVEC inhibit 63.
`CC(C)(C)OC(=O)N1CCCC1C(=O)NC(Cc1ccccc1)C(=O)O` (centres undefined) gave Smad3 inh 5, Fibroblast inh 97, ERb coact inh -7, ERa SRC1 pot 121, CD11b adhes enh 4, H69AR inhibit 110, MT1-MMP txn act 1.1, ERa SRC1 inh -4 and HUVEC inhibit 106.
Cc1nnc(SCC(=O)Nc2cc(C(F)(F)F)ccc2N2CCOCC2)o1 was read as Smad3 inh 3, Fibroblast inh 99, ERb coact inh -9, ERa SRC1 pot 103[fluorescence artefact?], CD11b adhes enh -1, H69AR inhibit 109, MT1-MMP txn act 1.1, ERa SRC1 inh -51 and HUVEC inhibit 93.
